Growth percent in the NCI-60 one-dose screen (48 h, 10 µM unless noted): 100 = growth as untreated, 0 = no growth, -100 = all killed.
HL-60(TB): HL-60(TB) leukemia cells | 78,000 compounds, 9% hits; active = growth percent below 10
Numbers without * were called inactive; [ ] = another dose, or the depositor's remark. A portion of the library, so the mix of outcomes need not match the whole.

The opening 7 entries (preview)
No.	smiles	HL-60(TB)
1	C[C@]1(CO)O[C@H](n2cc(F)c(=O)[nH]c2=O)C[C@@H]1O	95
2	COc1ccc(/C=C(\C)[N+](=O)[O-])cc1OC	-38*
3	CCCCC(O)C(F)(Cl)Cl (configuration not stated)	88
4	CCOC(=O)c1cc2c(nc1OC)-c1cnn(-c3ccc(Cl)cc3)c1CC2	92
5	CC1=NN(c2cccc(Cl)c2)C(=O)/C1=C\c1cn(Cc2ccccc2)c2ccc(Br)cc12	93
6	O=C1Nc2ccc(Cl)cc2/C1=N\c1nnc(-c2ccc(Cl)cc2)o1	93
7	COc1ccc2cc(-c3ccnc4c(N=Nc5ccc(Cl)cc5)c(-c5ccccc5)nn34)ccc2c1	105

The whole of this part, from the first entry:
No.	smiles	HL-60(TB)
1	C[C@]1(CO)O[C@H](n2cc(F)c(=O)[nH]c2=O)C[C@@H]1O	95
2	COc1ccc(/C=C(\C)[N+](=O)[O-])cc1OC	-38*
3	CCCCC(O)C(F)(Cl)Cl (configuration not stated)	88
4	CCOC(=O)c1cc2c(nc1OC)-c1cnn(-c3ccc(Cl)cc3)c1CC2	92
5	CC1=NN(c2cccc(Cl)c2)C(=O)/C1=C\c1cn(Cc2ccccc2)c2ccc(Br)cc12	93
6	O=C1Nc2ccc(Cl)cc2/C1=N\c1nnc(-c2ccc(Cl)cc2)o1	93
7	COc1ccc2cc(-c3ccnc4c(N=Nc5ccc(Cl)cc5)c(-c5ccccc5)nn34)ccc2c1	105
8	CN(C)Cc1ccc(C(=O)Nc2ccc3ncnc(Nc4ccc(Oc5cccc(F)c5)c(Cl)c4)c3c2)cc1	-42*
9	CCCCCCCCN1C(=O)c2ccccc2C1=O	98
10	c1ccc2cc(N3CCCCC3)ccc2c1	107
11	CCOC(=O)C1=C(N)Oc2c(sc3c(F)cccc23)C1c1ccc(F)cc1 (configuration not stated)	64
12	C=C1SC(=Nc2c(C)cccc2C)N(c2nc(Cl)nc(Cl)n2)C12CCCCC2	100
13	Cc1c2cnccc2c(C)c2c1c1cc(C(=O)O)ccc1n2C	5.3*
14	CCCCOc1ccc(NC(=O)n2nc(NC(C)=O)c3cc(NC(C)=O)ccc32)cc1	73
15	CC/C(=N\NS(=O)(=O)c1ccc(C)cc1)c1ccc(OC)cc1	85
16	CCOC(=O)C(Cc1ccc(N)cc1)N1C(=O)c2ccccc2C1=O (configuration not stated)	96
17	O=C(O)CCOC(C[N+](=O)[O-])C(Cl)(Cl)Cl (configuration not stated)	97
18	COc1ccc(CCN2C(=O)/C(=C/c3ccc(C4Oc5ccccc5C5CC(c6ccccc6)=NN54)cc3)SC2=S)cc1 (configuration not stated)	98
19	C#Cc1cccc(NC(=O)c2ccccc2NC(=O)C=C)c1	98[8.25 µM]
20	CSc1c(-c2nc3ccccc3s2)c(N)nc2c(C#N)c(Nc3ccc(Cl)cc3)nn12	97
21	COc1cc(-c2nn(C(=O)NCCN3CCOCC3)cc2-c2ccncc2)ccc1Cl	100
22	CCOC(=O)/C(C#N)=C/c1ccccc1Cl	103
23	C/C=C/C1=CN2C(=O)c3cc(OC4OC(C)C(NC)C(C)(O)C4O)c(C)c(O)c3N=C[C@@H]2C1 (some centres not stated)	-4.3*
24	COC(=O)c1cc(/C=C/c2ccccc2)[nH]c(=O)c1C#N	101
25	O=c1/c(=C/Nc2nccs2)sc2ncnn12	75
26	COC(=O)c1cc(NC(=O)Nc2cc(C(=O)OC)n(C)c2)cn1C	97
27	CN(c1ccc(Cl)cc1)S(=O)(=O)c1ccc(-c2cnc(C3CC3)o2)cc1	-16*
28	O=C(CSc1nc2ccccc2c(=O)n1-c1ccccc1)c1cc2c(ccc3ccccc32)oc1=O	83
29	COc1c(B(O)O)cccc1-c1nc2ccc3cn[nH]c3c2c2c1CCCC2	48
30	CCNC1CCC(Nc2ccnc3cc(Cl)ccc23)CC1 (configuration not stated)	71

Three compounds already listed, ordered by formula weight, highest first:
No.	smiles	HL-60(TB)
28	O=C(CSc1nc2ccccc2c(=O)n1-c1ccccc1)c1cc2c(ccc3ccccc32)oc1=O	83
24	COC(=O)c1cc(/C=C/c2ccccc2)[nH]c(=O)c1C#N	101
22	CCOC(=O)/C(C#N)=C/c1ccccc1Cl	103

Next section:
No.	smiles	HL-60(TB)
31	CCC/C(C)=C/c1ccc(CC)cn1	80
32	CC/C(C)=N/NS(=O)(=O)c1ccc(C)cc1	97
33	CC1NC(=O)c2c1c(=O)[nH]c1ccccc21 (configuration not stated)	86
34	C#C[C@]1(O)CC[C@H]2[C@@H]3CC[C@H]4CC=CC[C@]4(C)[C@H]3CC[C@@]21C	97
35	COC(=O)C1=Nc2ccc(F)cc2/C1=C\c1sc(=S)n(C(Cc2ccccc2)C(=O)O)c1O (configuration not stated)	102
36	Clc1cccc(Nc2ncnc3ccc(-c4cnc5[nH]ccc5c4)cc23)c1	105
37	NC(=O)n1cccn1	95
38	O=C(N/N=C\c1ccc([N+](=O)[O-])cc1)c1ccc2nc(-c3ccc(Br)cc3)[nH]c2c1	1.9*
39	CC(=O)c1ccc(NC(=O)CSc2nnc(-c3ccc4nc(-c5ccc([N+](=O)[O-])cc5)[nH]c4c3)o2)cc1	92
40	CC(C)=CCC/C(C)=C\C=N\O	108
41	N#CC(I)CS(=O)(=O)c1ccccc1 (configuration not stated)	99
42	c1ccc(C2CCCCC2)c(OCCCCCN2CCNCC2)c1	28
43	Cc1cc(C)c2c(=O)[nH]c(=S)[nH]c2n1	101
44	CCN(CC)C(C(=O)Nc1c(C)cccc1C)N(CC)CC	109
45	CCC(O)(CC)C(F)(F)Cl	101
46	CCCC(O)c1ccccc1 (configuration not stated)	93
47	OCCC1CCCCN1 (configuration not stated)	92
48	COc1ccc(-c2nc(N/N=C/c3ccc(Br)cc3)nc(N3CCOCC3)c2C#N)cc1	102
49	Cn1c(=O)c2nc(CC(=O)c3ccccc3)c(=O)[nH]c2n(C)c1=S	103
50	CCN1CCN(CCNc2nccc(-c3c(-c4cccc(OC)c4)nc4occn34)n2)S1(=O)=O	119
51	COc1ccc2[nH]c(=O)cc(-n3nncc3COc3ccc(C=O)cc3)c2c1	113
52	c1nc2nonc2nc1C1CC1	48
53	O=C1N=C2SC=C(c3ccc(Cl)cc3)N2C1CCN1CCCC1 (configuration not stated)	100
54	CC(C)C[C@H](NC(=O)[C@H](C)n1ccc2ncccc2c1=O)B(O)O	97
55	Cc1c2c(cn1C)CCc1cn(C)nc1-2	86
56	O=C1c2ccncc2/C(=C/c2ccccc2)N1Cc1ccccc1	89
57	COc1cc(/C=C/c2nc3ccccc3c(=O)n2-c2ccc(C#Cc3ccccc3)cc2C)cc(OC)c1OC	97
58	CN(C)c1nc(N)nc2c1ncn2C1OC(CO)CC1O (configuration not stated)	132
59	COc1ccc(/C=N\NC(=O)c2cc(-c3ccc(Br)cc3)n(-c3ccc(S(N)(=O)=O)cc3)n2)cc1	33
60	Cc1cccc2c1nc(-c1c(F)cc(Br)cc1F)n2Cc1c(F)cccc1F	79
61	C[C@]12CCc3sc(-c4ccc(C(=O)O)cc4)nc3C1=CC[C@@H]1[C@@H]2CC[C@]2(C)C(=O)CC[C@@H]12	100
62	O=C(O)COc1cccc(C(=O)/C=C/c2ccccc2)c1	98
63	O=c1c2cc(F)ccc2nc2n1CCc1sccc1-2	96
64	Cc1ccc(S(=O)(=O)NCCCC2=C(Br)c3ccccc3C2c2ccccc2)cc1 (configuration not stated)	111
65	Cc1cc(C)c(Nc2nc3c(s2)CC[C@@]2(C)C3=CC[C@@H]3[C@@H]2CC[C@]2(C)C(=O)CC[C@@H]32)c(C)c1	106
66	CN1C(=O)C(=Cc2cn(-c3nc(N4CCOCC4)nc(N4CCOCC4)n3)c3ccccc23)C(=O)N(C)C1=O	106
67	COc1cc2nc(N3CCC[C@@H](N)C3)nc(N)c2cc1OC	92
68	CC(C)(C)c1ccc(Cn2cc(CSc3nc4ccccc4o3)nn2)cc1	107
69	O=S1(=O)N=C2Sc3ccccc3N2c2ccncc21	104
70	Nc1nn(-c2ccccc2)c2nc(=S)[nH]c(-c3ccc(Cl)cc3Cl)c12	104
71	CC1(C(=O)O)NC(C(=O)O)Cc2c1[nH]c1ccccc21 (configuration not stated)	100
72	Cc1ccc(C(=O)Nc2cccc3[nH]c(C(F)(F)F)nc23)cc1	76
73	C=CCN1CCN(C(=S)SCc2cc(=O)oc3ccc(C)cc23)CC1	110
74	Nc1nc2c(c3cnccc13)C(c1cccc(Br)c1)Cc1cnccc1-2 (configuration not stated)	3.0*
75	Cc1cc(N/N=C/c2nc(-c3ccc(Cl)cc3)oc2C)c2cc(Cl)ccc2n1	8.1*
76	Cc1ccccc1NC(=O)NNc1ccccc1	105
77	O=C1NC(=Nc2ccc(F)cc2)/C(=C/N2N=C(c3ccc(Cl)cc3)CC2c2ccc(F)cc2)S1 (configuration not stated)	94
78	O=C1CCC(c2ccccc2)O1 (configuration not stated)	30
79	O=C1c2c(c3c4cccc(F)c4[nH]c3c3ccc4ccccc4c23)C(=O)N1O	31
80	Cc1ncc(C(=O)O)c2c1OC(C)(C)OC2	102
81	ClCC(CNCc1ccccc1)c1ccccc1 (configuration not stated)	102
82	COC1OC(CO)C(OC(C)=O)C(OC(C)=O)C1OC(C)=O (configuration not stated)	101
83	NC(=O)C1C=CN(Cc2ccccc2)C=C1	91
84	O=C(CSc1nnc(-c2c[nH]c3ccccc23)n1-c1ccccc1)Nc1ccc(C(=O)/C=C/c2ccc(Br)cc2)cc1	83
85	CCOC(=O)C1=NN(c2ccccc2)C(=O)/C1=C\n1ccc(=O)[nH]c1=S	102
86	O=C(O)c1ccc(-n2cc(CNc3ccc(F)cc3)c(-c3ccc(F)cc3)n2)cc1	82
87	CC(=O)C(C)(CCC(=O)O)CCC(=O)O	97
88	O=S(=O)(NCCCNc1nccc(-c2c(-c3ccccc3)nc3sccn23)n1)c1ccc(F)cc1	22
89	COC(=O)N1c2ccccc2C=CC1C#N (configuration not stated)	102
90	CN1CCN(C(=O)[C@]23CCC(C)(C)C[C@@H]2C2=CC[C@@H]4[C@@]5(C)Cc6c([nH]c7ccccc67)C(C)(C)[C@@H]5CC[C@@]4(C)[C@]2(C)CC3)CC1	77

(cont.)
No.	smiles	HL-60(TB)
91	COc1ccccc1/C=C1\Oc2ccc(O)c(-c3ccccc3)c2C1=O	97
92	CCCCOC(=O)c1ccccc1C(=O)O.CCCCOC(=O)c1ccccc1C(=O)O.[Cu+2]	90
93	C[C@]12CC[C@H]3[C@@H](CC=C4c5nc(-c6cccc(F)c6)sc5CC[C@@]43C)[C@@H]1CC[C@@H]2O	98
94	CCC(Sc1ccccc1[N+](=O)[O-])[N+](=O)[O-] (configuration not stated)	101
95	CC1CS1 (configuration not stated)	92
96	COc1ccc(-c2nc3sccn3c2-c2ccnc(S(C)(=O)=O)n2)cc1	55
97	O=C1CCN(c2cccc(Cl)c2)C(=S)N1	98
98	Cc1cc(NCCCNc2ccnc3cc(Cl)ccc23)nc(Nc2ccc(C(=O)N3CCCC3)cc2)n1	51
99	CCOC(=O)c1c(C)c[nH]c1Cc1[nH]cc(C)c1C(=O)OCC	95
100	O=C(CSc1nnc(-c2ccc(Cl)cc2)n1-c1ccccc1)Nc1cccc(F)c1	72
101	NC(=S)Nc1ccc(Cl)cc1Cl	74
102	O=c1c2ccccc2nc(CN2CCCC2)n1/N=C/c1ccccc1	104
103	O=C1C(=O)c2ccccc2C2=C1C(c1ccc(Cl)cc1)c1c(n[nH]c1-c1ccc(Cl)cc1)N2 (configuration not stated)	124
104	O=c1oc2ccccc2c(O)c1C(C/C(CCN1CCCC1)=N/O)c1ccccc1 (configuration not stated)	109
105	Clc1ccc2nnnn2n1	-26*
106	O=C(CCC1CCCCC1)OCCBr	101
107	Cc1cc(O)c2c(c1)C1OC(=O)CCCCCCN1C1=C2C(=O)c2cccc(OC3CC(O)C(O)C(C)O3)c2C1=O (configuration not stated)	103
108	Cc1ccc(NC(=O)NS(=O)(=O)c2c[nH]c(=S)[nH]c2=O)cc1	87
109	[O-][n+]1onc(Sc2ccccc2)c1-c1ccncc1	103
110	CCOC(=O)c1c(NC(=O)CSc2nnc(C(C)c3ccc(CC(C)C)cc3)n2-c2ccccc2)sc(C)c1C (configuration not stated)	52
111	COc1ccc2c(c1)/C(=C\c1c[nH]c3ccccc13)C(=O)N2	94
112	CCCCCCCc1nc(C#N)c(NCc2ccc(C)cc2)o1	86
113	O=C(O)c1cn(C2CC2)c2cc(N3CCN(C(=O)CCCN4C(=O)S/C(=C\c5ccc([N+](=O)[O-])cc5)C4=O)CC3)c(F)cc2c1=O	134
114	O=c1[nH]cnc2c1cnn2Cc1ccccc1	78
115	COc1ccc2c(c1OC)OCC(CN(C)C)C2=O (configuration not stated)	40
116	O=C(CNc1ccc(F)cc1)Nc1ncc(Cc2ccc(Cl)cc2)s1	91
117	CSc1nc2[nH]cnc(=S)c2[nH]1	89
118	CN1C=C(c2ccc3ccccc3n2)C(c2c[nH]c3ccccc23)c2ccccc21 (configuration not stated)	91
119	C1=NCCCN2CCCCC12 (configuration not stated)	96
120	O=[N+]([O-])c1ccc(/C=N/Nc2nc3ccccc3[nH]2)cc1	98
121	CCc1ccc(Nc2cc(C)nc3nc(C)nn23)cc1	-55*
122	CC(=O)/C(=C/c1ccc(C#N)cc1)C(=O)c1ccccc1	77
123	COc1ccc(-c2ccn(S(=O)(=O)c3ccc(C)cc3)n2)cc1	114
124	CC(=O)N1N=C(c2ccc(Nc3nc(Nc4ccc(Cl)cc4)nc(Nc4ccc(Cl)cc4)n3)cc2)CC1c1ccc(N(C)C)cc1 (configuration not stated)	109

Taken from the listing, 3 compounds:
No.	smiles	HL-60(TB)
119	C1=NCCCN2CCCCC12 (configuration not stated)	96
120	O=[N+]([O-])c1ccc(/C=N/Nc2nc3ccccc3[nH]2)cc1	98
121	CCc1ccc(Nc2cc(C)nc3nc(C)nn23)cc1	-55*
